Assay outcomes from PubChem.
D1 ag = human D1 receptor agonism | P21728 | HEK293 T-REx D1 cells, calcium flux, agonist mode | activation, % at 2 µM | 360,000 tested, 1% active | AID 504660; further: 0% is about no effect
Target sequence (P21728 whole entry, looked up): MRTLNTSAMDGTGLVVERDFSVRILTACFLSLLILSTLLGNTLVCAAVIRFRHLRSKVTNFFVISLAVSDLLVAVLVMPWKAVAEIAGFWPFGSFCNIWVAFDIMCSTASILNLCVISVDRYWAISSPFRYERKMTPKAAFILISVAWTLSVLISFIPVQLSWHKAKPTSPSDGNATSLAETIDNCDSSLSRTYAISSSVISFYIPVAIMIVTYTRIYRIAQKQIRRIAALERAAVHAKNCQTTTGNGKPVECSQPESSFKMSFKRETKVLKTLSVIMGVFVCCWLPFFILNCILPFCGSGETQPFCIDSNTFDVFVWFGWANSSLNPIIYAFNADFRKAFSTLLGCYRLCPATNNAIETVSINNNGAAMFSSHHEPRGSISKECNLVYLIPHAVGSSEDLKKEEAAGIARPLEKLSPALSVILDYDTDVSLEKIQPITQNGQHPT
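Agonism was scored from calcium flux recorded over 180 s (1 read/s) after pintool compound addition, following a 10-cycle baseline. Cells were inducible force-coupled HEK293 TREx D1, plated overnight at 30 C and loaded with no-wash calcium dye.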
D2 antagonist = D2 dopamine receptor (human) antagonism; HEK293 TREx D2 cells, calcium flux, dopamine EC80; inhibition, % at 10 µM; 340,000 tested, 2% active; P14416; in the data active means inhibition above about 30%; further: 0% is about no effect
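Dopamine at EC80 is the agonist stimulus; test compounds precede it by 180 s. Calcium flux read kinetically in a force-coupled, inducible HEK293 T-REx D2 cell line.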
TRHR ag = activates the human TRH receptor | AID 493084 | 360,000 tested, 0.18% active | TRHR cells, calcium flux fluo-8, FDSS agonist mode | activation, % at 2 µM | P34981; further: 0% is about no effect
Target sequence (P34981 whole entry, looked up): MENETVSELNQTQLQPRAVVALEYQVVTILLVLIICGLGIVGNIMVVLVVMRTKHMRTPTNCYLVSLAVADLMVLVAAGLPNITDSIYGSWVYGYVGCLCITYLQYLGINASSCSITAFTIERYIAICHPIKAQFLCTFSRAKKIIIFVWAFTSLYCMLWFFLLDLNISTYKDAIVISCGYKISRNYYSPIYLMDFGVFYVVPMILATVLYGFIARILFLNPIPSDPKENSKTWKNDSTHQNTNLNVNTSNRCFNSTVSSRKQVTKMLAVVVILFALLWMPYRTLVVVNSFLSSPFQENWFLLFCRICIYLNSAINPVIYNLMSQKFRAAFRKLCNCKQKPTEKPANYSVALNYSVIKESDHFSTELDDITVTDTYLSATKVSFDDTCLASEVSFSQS
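Steps: seed TRHR cells overnight; add fluo-8 no-wash Ca dye, RT 30 min–1.5 h; record 10 s baseline; pin-transfer compounds; monitor fluorescence 1 cycle/s for the agonist window. Calcium increases flag candidate agonists.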
D2 ag = agonists of human D2 dopamine receptor; HEK293 T-REx D2 cells, calcium flux agonist mode; activation, % at 2 µM; 340,000 tested, 0.53% active;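 active means activation over 3 SD above normal in the single-dose calcium agonist read, cut at about 30% in these data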; further: 0% is about no effect
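Tetracycline-induced HEK293 T-REx cells with force-coupled D2 receptor, plated overnight at 30 C, loaded with no-wash calcium dye. After a 10 s baseline, compound was pin-added and calcium flux read kinetically for 180 s; calcium rises flagged agonists.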
D1 PAM = potentiators of human D1 dopamine receptor | P21728 | HEK293 TREx D1 cells, calcium flux, dopamine EC20 potentiation | potentiation, % at 10 µM | 360,000 tested, 0.036% active; in the data active means potentiation above about 30%; further: 0% is about no effect
TRHR enhancer = allosteric enhancers of human TRH receptor | P34981 | TRHR cells, fluo-8 calcium fluorescence, EC20 TRH enhancement | AID 493056 | enhancement, % at 2 µM | 360,000 tested, 0.66% active; in the data active means enhancement above about 30%; further: 0% is about no effect
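Enhancer read-out: after compound pinning and an initial kinetic agonist-mode read, an EC20 of TRH (10 nM final) was injected and fluo-8 calcium signal (Ex 480/Em 530) followed at 1 s/cycle for 100 cycles in TRHR-expressing cells.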
D1 antagonist = antagonists of human D1 dopamine receptor | P21728 | HEK293 TREx D1 cells, calcium flux, dopamine EC80; active compounds read low | activity change, negative = inhibition, % at 10 µM | 360,000 tested, 3.2% active | AID 504652; in the data active means activity change below about -30%; further: on the % scale 0 is the no-effect control and ±100 the full control effect
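Allosteric or orthosteric antagonism assessed as attenuation of the calcium response to EC80 dopamine, added 180 s after compound, in induced HEK293 Trex D1 cells loaded with no-wash calcium dye.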
D2 PAM = positive allosteric modulators of human D2 dopamine receptor; P14416; 340,000 tested, 0.34% active; potentiation, % at 10 µM; HEK293 T-REx D2, calcium flux, EC20 dopamine potentiation;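 active means potentiation over 3 SD above the plate norm, cut at about 30% in these data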; further: 0% is about no effect
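Potentiation of an EC20 dopamine calcium response measured kinetically over 180 s, after a preceding 180 s compound-only read flagging agonists. Cells: inducible Hek293 Trex D2 line, 4000/well, cultured overnight at 30 C before dye loading.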
RXFP1 antag = RXFP1 (human) relaxin receptor antagonism; Q9HBX9; HEK293-RXFP1, relaxin-stimulated cAMP HTRF, 30 min; active compounds read low; activity change, negative = inhibition, % at 57.5 µM; 350,000 tested, 0.59% active; AID 1259400;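 active means activity change of -60% or lower, but not beyond a set lower limit; inconclusive means change between -60% and -40%, or beyond the set limit; inactive means change above -40%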; further: on the % scale 0 is the no-effect control and ±100 the full control effect
The depositor's hits bear a star; ? = inconclusive; / = no result given. Unless noted, no stated cut-off is given here; in the data, active means activation above about 30%; inactive means the rest.

The line under a structure holds: D1 ag	D2 antagonist	TRHR ag	D2 ag	D1 PAM	TRHR enhancer	D1 antagonist	D2 PAM	RXFP1 antag
(1) CCn1c(SCC(=O)c2ccc3ccccc3c2)nnc1-c1cccs1
  9	13	0.2	-0.3	-2	-5	-6	3	0
(2) CCOc1ccc(CNc2ccc(S(N)(=O)=O)cc2)cc1
  7	-3	-0.7	-0.6	-6	-2	/	6	-9
(3) CC(=O)c1cccc(NC(=S)NC(=O)c2ccccc2)c1
  4	-6	0.4	-0.6	-4	7	14	-4	0
(4) O=C(NC(=S)N1CCN(c2ccc(F)cc2)CC1)c1cccs1
  1	-6	0.5	-0.8	0	-5	-10	-7	?
(5) COc1ccc(Cl)cc1NC(=O)N1CC(=O)Nc2sc3c(c2C1c1ccccc1)CCCC3 (stereo unspecified)
  0	/	0.4	1.6	0	5	-4	2	-31
(6) Cc1ccc(Cc2nnc(SCC(=O)Nc3ccc(C)cc3C)[nH]c2=O)cc1
  0	6	-0.3	-0.3	-2	2	14	2	-2
(7) Cc1ccc(-c2nnc(Nc3ccc(C(=O)N(C)C)cc3)c3ccccc23)cc1S(N)(=O)=O
  -1	22	0.5	-1.3	-3	-8	-29	-9	2
(8) CCc1ccc(NS(=O)(=O)c2cccc3nsnc23)cc1
  1	-11	-0.9	-1.2	-12	-9	5	8	5
(9) COc1cc(OC)cc(-c2nc3ccccc3s2)c1
  10	-15	-0.2	0.7	0	10	11	1	2
(10) O=C(CC1C(=O)NCCN1Cc1ccc(F)cc1Cl)NCc1ccon1 (stereo unspecified)
  2	2	0.9	1.9	1	22	11	-5	-1
(11) Cc1cccc(OCCCC(=O)Nc2ccc(S(=O)(=O)Nc3nccs3)cc2)c1C
  2	-6	-0.1	-0.8	11	10	-3	6	-11
(12) CCCCn1c(SCC(=O)N2CCOCC2)nnc1-c1ccoc1C
  4	10	0.7	0.1	4	-6	37	-12	-9
(13) COc1cnc(-c2cccc(C(F)(F)F)c2)nc1OC
  2	-12	0.0	14	-1	-4	1	0	-9
(14) N/C(=N\OC(=O)C(c1ccccc1)c1ccccc1)c1ccncc1
  4	14	-0.4	-0.7	3	3	11	-3	-13
(15) CCCCn1c(N)c(N(CCOC)C(=O)c2cccc(S(=O)(=O)N3CCCCCC3)c2)c(=O)[nH]c1=O
  0	7	0.2	0.1	-5	-4	3	0	1
(16) CCC(=O)c1ccc(OCC(=O)Nc2cc(S(=O)(=O)N3CCCCC3)ccc2OC)cc1
  6	2	0.1	0.5	-6	-9	11	16	-9
(17) Cc1ccc(S(=O)(=O)Cn2nnnc2C(CC(C)C)N2CCN(C)CC2)cc1 (stereo unspecified)
  4	14	1.0	0.3	-3	-20	13	13	-7
(18) COCCCn1c(=O)/c(=C\c2ccc(OC(F)F)c(OC)c2)s/c1=C(/C#N)C(=O)NCCOC
  1	9	-0.1	0.5	1	-10	-21	-5	-6
(19) COc1ccc(NC(=O)c2cccc(F)c2)cc1Cl
  5	-3	0.0	-1.2	-3	2	-18	-10	/
(20) COc1ccc(S(=O)(=O)c2c(O)c3ccc(C(=O)NCc4ccc(F)cc4)cc3[nH]c2=O)cc1
  2	/	-0.2	-0.4	-1	-1	2	3	-13

Some of these compounds in order of the RXFP1 antag value, lowest first.
cpd | canonical_smiles | RXFP1 antag
11 | Cc1cccc(OCCCC(=O)Nc2ccc(S(=O)(=O)Nc3nccs3)cc2)c1C | -11
16 | CCC(=O)c1ccc(OCC(=O)Nc2cc(S(=O)(=O)N3CCCCC3)ccc2OC)cc1 | -9
17 | Cc1ccc(S(=O)(=O)Cn2nnnc2C(CC(C)C)N2CCN(C)CC2)cc1 (stereo unspecified) | -7
15 | CCCCn1c(N)c(N(CCOC)C(=O)c2cccc(S(=O)(=O)N3CCCCCC3)c2)c(=O)[nH]c1=O | 1

Next compounds follow.
The line under a structure holds: D1 ag	D2 antagonist	TRHR ag	D2 ag	D1 PAM	TRHR enhancer	D1 antagonist	D2 PAM	RXFP1 antag
(21) CC1(C)OC(=O)C2(Cc3ccccc3N3CCCC32)C(=O)O1 (stereo unspecified)
  13	/	-0.3	/	-1	18	-1	/	/
(22) Nc1nc(-c2ccco2)nn1C(=O)c1ccc(F)cc1
  5	-4	0.0	-0.2	-4	7	-8	4	-16
(23) CCS(=O)(=O)c1ncc(N(Cc2ccccc2)Cc2ccco2)c(C(=O)Nc2ccccc2C)n1
  2	/	1.0	/	-1	0	-6	9	-7
(24) O=C1Nc2ccc3sc4ccccc4c3c2C1=O
  1	3	-1.6	-0.6	-10	9	-11	10	-4
(25) O=C(CN1C(=O)c2ccccc2S1(=O)=O)NC1CCCC1
  2	-15	-0.2	-0.4	0	-1	-4	0	3
(26) Cn1c(=O)c2c(nc(CN3CCN(Cc4ccccc4)CC3)n2CCN2CCOCC2)n(C)c1=O
  2	10	-0.2	-0.5	-5	15	-6	-8	2
(27) COc1ccc(OC)c(CNC(=O)C2CCCN(c3ncnc4c3nc3n4CCCCC3)C2)c1 (stereo unspecified)
  1	-14	-0.7	0.1	-1	-11	-33*	-12	12
(28) COC(=O)C1=C(C)NC(=O)NC1c1ccsc1 (stereo unspecified)
  1	/	1.2	/	-3	-3	-4	-5	-4
(29) O=C(Nc1nccs1)c1ccc(Br)s1
  0	1	1.1	0.5	-2	9	-10	8	-3
(30) COc1ccc(N=C2SCC(=O)N2c2ccc(OC)cc2)cc1
  4	-4	0.5	-0.1	-4	6	-4	16	3
(31) CN(Cc1cn(-c2ccccc2)nc1-c1cc2ccccc2o1)C(=O)CCC(=O)O
  -2	4	0.5	-0.2	-1	6	4	-2	?
(32) O=C(NCCCN1CCOCC1)c1ccc(S(=O)(=O)N2CCOCC2)cc1
  4	-19	-0.2	-0.3	-1	1	6	3	12
(33) CCOc1cc(/C=N/NC(=O)CN2CCCCC2)ccc1O
  4	-9	0.3	0.5	-2	0	2	6	11
(34) CCC(NC(=O)c1ccccc1NC(=O)c1ccccc1)C(=O)OC (stereo unspecified)
  7	8	0.6	-0.2	-2	-1	9	-3	-2
(35) O=C(CN1CCN(CCO)CC1)Nc1ccccc1
  -1	-1	-0.4	0.1	-2	4	10	1	-2
(36) CCCC(C)C(=O)Nc1ccncc1 (stereo unspecified)
  2	6	-0.9	-0.2	1	2	-7	-3	-4
(37) O=C(CCCn1c(SCc2ccccc2F)nc2ccccc2c1=O)NCC1CCCO1 (stereo unspecified)
  2	9	0.2	0.4	-1	4	4	/	-1
(38) Cc1ccc(C)c(NC(=O)Cn2nc(-c3ccccc3)nc2-c2ccccc2)c1
  -1	-13	0.3	0.5	-1	7	-33*	-2	-3
(39) CC(=O)Nc1nonc1NC(=O)CSc1ncn[nH]1
  1	-7	0.4	-0.3	-2	-2	-22	-6	-10
(40) COc1ccc(/C=C/C(=O)OCc2cccc([N+](=O)[O-])c2)cc1
  6	-8	0.3	-0.8	-6	4	-17	-2	0
(41) CC1=CC(C)(C)N(S(=O)(=O)c2ccc(C)cc2)c2cc(C)ccc21
  8	-6	0.5	0.8	3	14	-12	15	-16
(42) CCC1CCCCN1S(=O)(=O)c1ccc(C(=O)Nc2sc3c(c2C(=O)NC)CCC3)cc1 (stereo unspecified)
  2	/	0.5	1.1	-1	-3	-2	-2	/
(43) C#Cc1ccc([C@H]2C=C(C(=O)N3CCN(Cc4ccc5c(c4)OCO5)CC3)O[C@@H](OCC)[C@@H]2CCCO)cc1
  -2	9	0.4	0.7	4	7	-3	3	/
(44) CC1Cc2cccc3c(O)c(C(=O)c4nn[nH]n4)c(=O)n1c23 (stereo unspecified)
  6	-4	0.6	0.2	0	2	-13	-1	10
(45) CSCCC(NC(=O)c1ccco1)C(=O)N1CC=C(c2ccccc2)CC1 (stereo unspecified)
  2	-1	7.4	11	-9	7	13	3	1
(46) CCCOc1ccc(C(C)=O)cc1Cc1c(O)nc(SC)[nH]c1=O
  0	-1	1.3	2.0	-8	-6	-11	8	7
(47) Cc1ccccc1NC1C=CS(=O)(=O)C1 (stereo unspecified)
  6	1	0.6	1.0	-5	2	6	2	-7
(48) Cc1ccc(OCCn2c(C3CC(=O)N(Cc4ccccc4)C3)nc3ccccc32)cc1 (stereo unspecified)
  -1	-3	0.0	-0.7	-7	-9	7	-1	-31
(49) O=C(O)c1cccc(NS(=O)(=O)/C=C/c2ccccc2)c1
  0	/	0.5	/	-3	-10	-16	/	0
(50) CC(Oc1ccccc1F)C(=O)NCCN1CCCCC1 (stereo unspecified)
  2	-21	0.4	0.1	-4	1	8	2	-6
(51) Cc1cccc(NC(=O)CSc2nnc(CCCCCNC(=O)OC(C)(C)C)o2)c1C
  7	11	-0.7	0.2	3	-4	-6	-7	-9
(52) CC(=O)c1ccc(NC(=O)CN2C(=O)CCc3ccccc32)cc1
  1	/	0.2	1.0	2	-10	2	-2	-1
(53) O=C(CCC1CCCC1)NCCS(=O)(=O)N1CCN(c2ccccc2F)CC1
  3	4	-0.5	-0.1	-3	3	12	-11	-1
(54) O=C(Cc1ccc(Cl)cc1)Nc1ccccc1N1CCOCC1
  3	-2	0.0	0.0	2	0	9	0	-11
(55) CCSc1nc2ccc(C)cc2cc1C#N
  3	-11	0.1	0.0	0	1	4	0	2
(56) CCC(=O)N(Cc1cc(=O)[nH]c2ccccc12)c1ccc(OC)cc1
  3	3	-0.6	-0.2	1	-11	-14	-12	-2
(57) Cc1nc2ccccc2c(=O)n1NC(=O)c1ccccc1
  3	-8	0.3	0.4	-9	6	-15	5	-3
(58) O=C(NCCC(c1ccccc1)c1ccco1)c1cccs1 (stereo unspecified)
  1	14	-0.6	-0.3	-5	-8	20	-8	1

3 compounds already listed, arranged by molar mass, smallest number first:
The line under a structure holds: D1 ag	D2 antagonist	TRHR ag	D2 ag	D1 PAM	TRHR enhancer	D1 antagonist	D2 PAM	RXFP1 antag
(13) COc1cnc(-c2cccc(C(F)(F)F)c2)nc1OC
  2	-12	0.0	14	-1	-4	1	0	-9
(44) CC1Cc2cccc3c(O)c(C(=O)c4nn[nH]n4)c(=O)n1c23 (stereo unspecified)
  6	-4	0.6	0.2	0	2	-13	-1	10
(17) Cc1ccc(S(=O)(=O)Cn2nnnc2C(CC(C)C)N2CCN(C)CC2)cc1 (stereo unspecified)
  4	14	1.0	0.3	-3	-20	13	13	-7
